K1F lysis inhibition: protection from phage-mediated lysis, alamar blue read-out – E. coli UTI89, K1F phage, bacterial capsule biogenesis inhibitors (AID 488966) | one-dose inhibition, % at 100 µM; IC50 in µM for titrated hits | actives 0.02% (n = 340,000) | E. coli UTI89 K1F phage lysis, alamar blue, 2 h; higher % means a stronger effect;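 active = phage lysis inhibition, versus mean bacterial control, above a set limit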;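 note: capsule biogenesis inhibitors block K1F phage lysis so surviving cells raise fluorescence; higher fluorescence means more inhibition of phage lysis; actives were called in the ten point dose series up to 300 µM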
T cell HTS: T cell immune modulation candidate; 2C CD8+ T cell-vesicle binding, flow cytometry; active compounds read low; calls only at 7 µM; actives 0.068% (n = 330,000); AID 2052;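 active = response, share of CD8 T cells binding vesicles, and their 90th percentile fluorescence all below set limits, cut at about 80% in these data, passing the limit was not always enough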
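System: murine 2C transgenic CD8+ T lymphocytes; also added: QL9-loaded Drosophila micro-vesicles; times: binding 1.5 h at 37 °C; measured by: flow cytometry, PE anti-B7-1 (FL2) versus Alexa647 anti-CD8 (FL8), PFA-fixed; control set: Peptide-free naked vesicles (low) and QL9 vesicles with 0.7% DMSO vehicle (high)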
T cell HTS vesicle-bound %: also measured in T cell HTS; calls as there; double positive events, %; measured here: CD8+ vesicle-bound cell fraction;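 binding gate set so that unloaded-vesicle control wells show 10% double positive cells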
Numbers without * were called inactive; i = inactive; [ ] = dose if it differs, or a comment.

structure | K1F lysis inhibition | T cell HTS | T cell HTS vesicle-bound %
CSc1ccccc1C(=O)OCC(=O)Nc1cccnc1Cl | -2.6% | i | 22
COc1ccc(CCNC(=O)c2cc(S(=O)(=O)N3CCOCC3)ccc2F)cc1 | 1.1%[50 µM] | i | 44
CCN(c1ccccc1)S(=O)(=O)c1cc(NC(=O)C2CC2)ccc1Cl | 0.4%[50 µM] | i | 46
CC(C)(C)OC(=O)[C@H](CCCCN)NC(=O)c1[nH]cnc1C(=O)N[C@@H](Cc1ccccc1)C(=O)OCc1ccccc1 | -0.4% | i | 13
C[C@H]1CN([C@@H](C)CO)C(=O)c2cc(NC(=O)NC3CCCCC3)ccc2O[C@H]1CN(C)C(=O)Nc1ccc(C(F)(F)F)cc1 | -0.1% | i | 11
COC(=O)C1=C(C)N(Cc2ccccc2)C(=NCC(C)C)N[C@H]1c1cccc(C(F)(F)F)c1 | 0.0% | i | 25
COc1cc(OC)cc(C(=O)OCC(=O)Nc2cccc(S(=O)(=O)NC3=NCCCCC3)c2)c1 | 1.8% | i | 40
O=C(COC(=O)CCc1ccc(S(=O)(=O)N2CCOCC2)cc1)Nc1ccccc1OC(F)F | -0.3% | i | 28
NS(=O)(=O)c1ccc(CCNC(=O)CCNS(=O)(=O)c2ccccc2C(F)(F)F)cc1 | 0.8%[50 µM] | i | 39
CCC(C(=O)OCC(=O)NCc1ccc2c(c1)OCO2)c1ccccc1 (stereo not given) | 0.4%[50 µM] | i | 44
C[C@H]1COC(=O)[C@H](Cc2ccc(F)cc2)C/C=C\C[C@H](CC(=O)NCCO)C(=O)N1 | 3.6% | i | 20
O=C(COC(=O)/C=C/c1ccccc1Cl)NCC1CCCO1 (stereo not given) | -0.3% | i | 37
NS(=O)(=O)c1ccc(CCNC(=O)COC(=O)c2ccc([N+](=O)[O-])o2)cc1 | -4.7% | i | 46
COc1ccc(C(=O)OCC(=O)c2ccc[nH]2)c(OC)c1 | 2.4% | i | 51
O=C(NCCCN1CCCC1=O)c1cc(-c2ccc(F)cc2)nc2ccccc12 | -1.6% | i | 36
Cc1ccc(S(=O)(=O)N(C)c2ccc(OC(=O)c3cc(=O)[nH]c4ccccc34)cc2)cc1 | 1.1% | i | 3
COc1cc(C#Cc2c(-c3cncn3C)n(C)c3ccc(-c4cc(OC)c(OC)c(OC)c4)cc23)cc(OC)c1 | 0.6% | i | 33
COc1cc(OC)cc(C(=O)N[C@H](C(=O)OCC(=O)c2ccc(C)c([N+](=O)[O-])c2)C(C)C)c1 | 2.5% | i | 50
O=C(COC(=O)c1ccc(Cl)nc1)NCc1ccc(F)cc1 | -0.1%[50 µM] | i | 44
COc1ccc(Cl)cc1NC(=O)CN(C)C(=O)C1CC1 | -0.4% | i | 13
COc1ccc(CN(C)C(=O)COC(=O)c2cc([N+](=O)[O-])ccc2N2CCCC2)c(OC)c1OC | -0.5%[50 µM] | i | 21
COc1cc(C=NNC(=O)c2cccnc2)ccc1OC(=O)c1ccccc1F | 0.7%[50 µM] | i | 46
CCC[C@@H](CN1CCC[C@H]1CN1C(N)=NC[C@@H]1Cc1ccccc1)N1C[C@@H]([C@H](C)CC)N(CCc2ccc(Cl)c(Cl)c2)C1=N | i | i | 31
O=C(O)c1ccc(/C=N/NC(=O)c2cc3ccccc3cc2O)cc1 | -0.4%[50 µM] | i | 40
COc1ccc(C(=O)O)cc1S(=O)(=O)NC1CCN(Cc2ccccc2)CC1 | 0.6% | i | 45
COc1cccc(NC(=O)CN2C(=O)NC(C)(C3CC3)C2=O)c1 (stereo not given) | 0.2%[50 µM] | i | 42
C#CCOCCOCCOCCNc1nc(N2CCOCC2)nc(N2CCN(C(=O)[C@H](CC(N)=O)n3cc(C(N)[C@@H](C)CC)nn3)CC2)n1 (stereo not given in full) | 4.8% | i | 23
O=C(/C=C/c1ccc(S(=O)(=O)N2CCOCC2)cc1)Nc1ccc(F)c(F)c1F | 0.3%[50 µM] | i | 29
CCN1C(=O)[C@H]2[C@@H](c3ccc(-c4ccc(C(C)=O)cc4)c(OC)c3)N3CCCC[C@@]3(C(=O)OC)[C@H]2C1=O | 2.0% | i | 27
CC(=O)c1ccc(N2CCN(C(=O)C3CCN(S(=O)(=O)c4ccc(F)cc4)CC3)CC2)cc1 | 0.8%[50 µM] | i | 43
COCCCNC(=O)Cn1cnc2c(OCc3ccccc3)ncnc21 | 0.2% | i | 12
CC(C)(C)[C@@H]1COC(=O)[C@H](Cc2ccc(F)cc2)CC/C=C\C[C@@H](CC(=O)NCCO)C(=O)N1 | 0.2% | i | 20

Reprinted from the part before: 4 compounds; new compounds follow.
structure | K1F lysis inhibition | T cell HTS | T cell HTS vesicle-bound %
CCN1C(=O)[C@H]2[C@@H](c3ccc(-c4ccc(C(C)=O)cc4)c(OC)c3)N3CCCC[C@@]3(C(=O)OC)[C@H]2C1=O | 2.0% | i | 27
CC(=O)c1ccc(N2CCN(C(=O)C3CCN(S(=O)(=O)c4ccc(F)cc4)CC3)CC2)cc1 | 0.8%[50 µM] | i | 43
COCCCNC(=O)Cn1cnc2c(OCc3ccccc3)ncnc21 | 0.2% | i | 12
CC(C)(C)[C@@H]1COC(=O)[C@H](Cc2ccc(F)cc2)CC/C=C\C[C@@H](CC(=O)NCCO)C(=O)N1 | 0.2% | i | 20
Cn1c(N)c(C(=O)COC(=O)Cc2cccc(C(F)(F)F)c2)c(=O)n(C)c1=O | -0.1% | i | 26
Cc1noc(C)c1CSCC(=O)Nc1cccc(C(F)(F)F)c1 | 0.1%[50 µM] | i | 12
Cn1nnnc1Sc1ncnc2scc(-c3cccc(Br)c3)c12 | 0.9% | i | 4
C[C@@H]1COC(=O)[C@@H](CC(=O)OC(C)(C)C)C/C=C\C[C@H](CC(=O)NCCO)C(=O)N1 | 0.7% | i | 18
COc1ccc(NC(=O)CCOc2ccccc2F)cc1S(=O)(=O)N1CCCCC1 | 2.2% | i | 41
C[C@@]12C(=O)Nc3cc(F)c(F)cc3C(=O)N1[C@H]1c3cc(Cl)ccc3OC[C@@H]1[C@@H]2c1ccccc1 | 1.6% | i | 29
C[C@@]12C(=O)Nc3cc(F)ccc3C(=O)N1[C@H]1c3cc(Br)ccc3OC[C@@H]1[C@@H]2c1ccccc1 | 0.0% | i | 28
O=C(COC(=O)/C=C/c1ccc(Cl)cc1Cl)NCC1CCCO1 (stereo not given) | 0.8%[50 µM] | i | 36
CCC1(CC)NC(=O)N(CC(=O)N2CCc3ccccc32)C1=O | 0.4% | i | 37
O=S(=O)(c1ccc(Cl)nc1)N1CCOCC1 | 0.5%[50 µM] | i | 32
CCOC(=O)c1c(C)[nH]c(C(=O)COC(=O)CCNS(=O)(=O)c2ccc(NC(C)=O)cc2)c1C | 2.9%[50 µM] | i | 50
N#Cc1ccccc1NC(=O)CSc1n[nH]c(=O)n1C1CC1 | -2.0% | i | 29
O=S(=O)(NCc1ccco1)c1ccc(Cl)s1 | 0.2% | i | 32
O=C(COC(=O)COc1ccc(Cl)cc1)NCc1ccc2c(c1)OCO2 | -2.1% | i | 54
CCOc1cc(N2CCOCC2)c(OCC)cc1NC(=O)COC(=O)c1c(CC)noc1C | -4.2% | i | 49
COc1ccc(NS(=O)(=O)c2cc(NC(=O)c3cc(F)c(F)cc3Cl)ccc2N2CCOCC2)cc1 | 0.2%[50 µM] | i | 23
CC(C)[C@H](NC(=O)c1ccccc1)C(=O)OCC(=O)Nc1ncc(Cl)cc1Cl | -2.6% | i | 32
COc1ccccc1CCC(=O)OCC(=O)NCc1ccc(OC)c(OC)c1 | -3.5% | i | 46
CCOC(=O)C1=C(C)NC(C)=C(C(=O)OCC)C1C(=O)OCC(=O)NCc1ccco1 | -1.6% | i | 36
CCn1cc(C(=O)OCC(=O)Nc2ccccc2OC(F)F)c(=O)c2ccc(C)nc21 | 4.7% | i | 30
CCc1noc(C)c1C(=O)OCC(=O)Nc1ccc2c(c1)OCO2 | 0.8%[50 µM] | i | 32
C[C@H](CO)N1C[C@H](C)[C@@H](CN(C)S(=O)(=O)c2ccccc2)Oc2c(NC(=O)NC3CCCCC3)cccc2C1=O | -0.8% | i | 32
Cn1cccc1C(=O)OCC(=O)c1ccc(Br)s1 | 0.9% | i | 32
CCC(=O)c1ccc(OCC(=O)Nc2nc(C)cs2)cc1 | 1.3% | i | 57
COc1ccccc1NS(=O)(=O)c1ccc(N2CCOCC2)c(N)c1 | -1.8% | i | 32
CCN(CC)C(=O)[C@H]1CC(CC(=O)NC/C=C(\C)CCC=C(C)C)C(=O)N2CCc3c([nH]c4ccccc34)[C@]12C (stereo not given in full) | 0.0% | i | 15
O=C(c1cccs1)N1CCN(C(=O)c2cn(-c3ccccc3)nc2-c2ccccc2)CC1 | -0.5% | i | 28
CC(C)C[C@H]1CN=C(Nc2ccccc2)N1CCc1cccc(F)c1 | 8.1% | i | 12
Cc1cc(NC(=O)CN2C(=O)NC(C)(c3ccc(Cl)cc3Cl)C2=O)no1 (stereo not given) | -1.2% | i | 40
CCOC(=O)c1c(C)[nH]c(C)c1C(=O)COC(=O)CCc1ccccc1 | 0.2%[50 µM] | i | 54
CCOC(=O)CC[C@H](NC(=O)Cn1cnc2c(SC)nc(N)nc21)C(=O)OCC | -0.1% | i | 7
CCN1C(=O)c2cccc3c(S(=O)(=O)N(C(C)=O)c4ccc(OC(C)=O)cc4)ccc1c23 | 0.2%[50 µM] | i | 26
O=C(NCC1CCCO1)c1ccccc1NS(=O)(=O)c1cccc([N+](=O)[O-])c1 (stereo not given) | 0.6%[50 µM] | i | 19
Cc1cc(=O)c(C(=O)Nc2ccc(N3CCOCC3)cc2N2CCOCC2)nn1-c1ccccc1Cl | -1.7% | i | 50
C[C@H](CO)N1C[C@H](C)[C@@H](CN(C)S(=O)(=O)c2cccs2)Oc2c(NC(=O)CCC(F)(F)F)cccc2C1=O | 0.9% | i | 19
O=C(O)c1cccc(Nc2nc3ccccc3nc2NS(=O)(=O)c2ccccc2)c1 | 0.2% | i | 36
O=C(NC[C@@H]1CCCO1)c1cccc2c1C(=O)c1ccc(N3CCOCC3)cc1S2(=O)=O | 0.6% | i | 29
Nc1cc(N)nc(SCC(=O)NCC(=O)Nc2ccc(F)c(F)c2F)n1 | 0.4% | i | 47
CCC(CO)Oc1cc(NC(=O)c2ccc(N)cc2)c2ncn(C(C)C)c2c1 (stereo not given) | -1.3% | i | 16
O=C(COc1cccnc1[N+](=O)[O-])Nc1ccc(F)cc1 | 0.6% | i | 30
C[C@H](CO)N1C[C@H](C)[C@@H](CN(C)C(=O)Nc2ccc(C(F)(F)F)cc2)Oc2ccc(NS(=O)(=O)c3ccc(F)cc3)cc2C1=O | 0.7% | i | 18
O=C(OCC(=O)N(Cc1ccccc1)Cc1ccccc1)c1cccc(O)c1 | 0.3%[50 µM] | i | 46
CCOC(=O)C1=C(COC(=O)COc2ccccc2C=O)NC(=O)NC1C (stereo not given) | -0.2% | i | 31
CC1c2cccn2CCN1S(=O)(=O)c1ccccc1 (stereo not given) | 0.6%[50 µM] | i | 47
C[C@@H]1CN([C@H](C)CO)C(=O)Cc2cc(NC(=O)CCC(F)(F)F)ccc2O[C@@H]1CN(C)C(=O)Nc1ccccc1 | -0.1% | i | 12
CCc1ccccc1N1CC(C(=O)N2Cc3ccccc3CC2C(N)=O)CC1=O (stereo not given) | 0.4%[50 µM] | i | 38
CC(C)(C)[C@@H]1COC(=O)[C@H](Cc2ccc(F)cc2)C/C=C\C[C@@H](CC(=O)N(CCO)Cc2ccccc2)C(=O)N1 | 2.8% | i | 9
O=S(=O)(Nc1ccc2c(c1)OCO2)c1cccc(Br)c1 | 0.1%[50 µM] | i | 46

Reprinted at random: 2 compounds from above.
structure | K1F lysis inhibition | T cell HTS | T cell HTS vesicle-bound %
CCc1noc(C)c1C(=O)OCC(=O)Nc1ccc2c(c1)OCO2 | 0.8%[50 µM] | i | 32
C[C@H](CO)N1C[C@H](C)[C@@H](CN(C)S(=O)(=O)c2ccccc2)Oc2c(NC(=O)NC3CCCCC3)cccc2C1=O | -0.8% | i | 32

More structures follow.
structure | K1F lysis inhibition | T cell HTS | T cell HTS vesicle-bound %
CCC(C)Sc1ccc(-c2nc3ccc(C)cn3c2NCc2ccccc2)cc1 (stereo not given) | 4.9% | i | 2
C=CC[C@@H](CC(=O)N[C@H](CO)Cc1ccccc1)C(=O)NCCOC(=O)[C@@H](CC=C)Cc1ccc(F)cc1 | -1.2% | i | 6
CCOC(=O)CCC(=O)Nc1ncnc2c1C(c1ccccc1)c1c(ccc3ccccc13)O2 (stereo not given) | 2.8% | i | 13
CC(=O)c1c(C)[nH]c(C(=O)OCC(=O)Nc2cccnc2Cl)c1C | 1.5% | i | 31
CCN(C[C@H]1N[C@@](CC)(C(=O)OC)[C@H]2C(=O)N(Cc3ccccc3)C(=O)[C@@H]12)C(=O)Nc1ccc(C)cc1 | 0.1% | i | 8
CCOC(=O)C1CCN(C(=O)COC(=O)c2c(C)c(CC)nc3ccccc23)CC1 | 0.7%[50 µM] | i | 42
COc1cc(-c2ccc3c(=O)c4ccccc4sc3c2)cc(OC)c1OC | 0.6% | i | 26

Screens as filed in PubChem BioAssay.

An excerpt; rates above refer to the full screens.
